High-throughput results from PubChem.
RORg inh – inhibitors of mouse ROR gamma transcriptional activity; P51450; Drosophila S2 Gal4-RORgamma UAS-luciferase reporter, 20 h; Potency, µM (highest dose often 53.6 µM), inactives show at the top dose activity change, negative = inhibition, hits mostly inhibitors; 310,000 tested, 5.4% active; AID 2551; note: nearly all actives have a fitted effect of over 60% in size
Target sequence (P51450 whole entry, looked up, the tested form may be a part): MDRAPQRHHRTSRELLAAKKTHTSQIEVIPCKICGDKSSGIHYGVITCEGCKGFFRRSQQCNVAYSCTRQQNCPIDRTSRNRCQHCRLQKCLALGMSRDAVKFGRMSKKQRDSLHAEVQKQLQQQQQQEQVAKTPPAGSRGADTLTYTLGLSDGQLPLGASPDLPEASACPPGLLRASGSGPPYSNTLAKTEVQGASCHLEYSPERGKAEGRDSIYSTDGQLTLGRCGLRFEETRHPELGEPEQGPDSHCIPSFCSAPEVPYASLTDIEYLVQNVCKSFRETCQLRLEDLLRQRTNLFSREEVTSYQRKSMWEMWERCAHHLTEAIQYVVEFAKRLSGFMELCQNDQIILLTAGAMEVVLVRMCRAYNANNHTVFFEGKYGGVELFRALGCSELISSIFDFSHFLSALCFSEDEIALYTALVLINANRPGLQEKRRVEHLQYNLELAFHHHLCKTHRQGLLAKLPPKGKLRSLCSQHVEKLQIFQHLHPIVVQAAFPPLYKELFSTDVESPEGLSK
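A Gal4/UAS one-hybrid system in insect cells: metallothionein-promoter Gal4–ROR gamma fusion plus Photinus luciferase reporter. Copper sulfate 700 uM final, 20 hr ambient incubation, luminescent detection after 10 min with reagent.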
VP16 counter – Gal4-VP16 reporter inhibition counter-screen. Drosophila S2 Gal4-VP16 UAS-luciferase, luminescence, 20 h. Potency, µM (highest dose often 53.6 µM), for inactives: top-dose activity, negative = inhibition, usual class: inhibitors. 310,000 tested, 3.5% active. AID 2546;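 note: Gal4-VP16 expression switched on by copper sulfate through the metallothionein promoter; nearly all actives have a fitted effect of over 50% in size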
* = called active by the depositor; ? = inconclusive; & = joins results of further samples; ! = not confirmed by another sample; [ ] = dose if it differs, or a comment. Calls come from the whole dose curve; as a rule, active = well fitted curve in the direction sought with a large enough effect; inconclusive = small, poorly fitted or top-dose-only effect, or another doubt; inactive = no such curve, though single readings can be large; an effect the other way counts as inactive or inconclusive. % is set by controls: 0 for no effect and ±100 for the full control effect; potency is the fitted concentration of half-maximal effect.

SMILES	RORg inh	VP16 counter
O=S(=O)(NCCc1ccccc1)c1ccccc1Br	17%	-13%
COc1cccc([C@@H]2Oc3ccc(OC)cc3C(=O)[C@H]2OC(=O)NCCOc2ccccc2)c1	15%	8%
COc1ccc(-n2c(=O)c(-c3cc(F)cc(F)c3)nc3cnc(N(C)C)nc32)cc1	-8%	-7%
CCOCC	-5%	-7%
CCOC(=O)N/N=C1/C[C@@H](O)[C@@H](O)[C@@H]2[C@H]3C(=O)N(c4ccc(F)cc4F)C(=O)[C@@H]3CC[C@@H]12	3%[10 µM]	3%[10 µM]
CC1(C)CC1C(=O)N/C(=C/CCCCSCC(N)C(=O)O)C(=O)O (stereo not drawn)	0%	2%
c1c[nH]cn1	8%	7%
CCOC(=O)OCC1OC(c2ccc(C(C)=O)cc2)C=CC1Oc1ccc(-c2ccccc2)cc1 (stereo not drawn)	21%[10 µM]	6%[10 µM]
CC(=O)OC1CC[C@@]2(C)C3=CC(=O)[C@]4(C)C(CC5OC6(OCC(C)CC6Br)C(C)C54)C3CC[C@H]2C1 (stereo partly drawn)	-27%	-9%
O=C(OCc1ccccc1)c1ccc(O)cc1	42%[10 µM]	-3%
CC1NC(=O)C(N)CNC(=O)C(C2CCN=C(N)N2)NC(=O)/C(=C/NC(N)=O)NC(=O)C(CNC(=O)CC(N)CCCN)NC1=O (stereo not drawn)	7%	0%
CC[C@H](C)[C@H](NC(=O)[C@H](Cc1ccc(O)cc1)NC(=O)[C@H](Cc1cnc[nH]1)NC(=O)[C@H](CCCNC(=N)N)NC(=O)[C@H](CC(C)C)NC(=O)[C@H](C)NC(=O)[C@H](CO)NC(=O)[C@H](Cc1ccc(O)cc1)NC(=O)[C@H](Cc1ccc(O)cc1)NC(=O)[C@H](CCCNC(=N)N)NC(=O)[C@H](C)NC(=O)[C@H](CC(C)C)NC(=O)[C@H](CC(=O)O)NC(=O)[C@H](CCC(=O)O)NC(=O)[C@H](C)NC(=O)[C@@H]1CCCN1C(=O)[C@H](C)NC(=O)[C@H](CC(=O)O)NC(=O)[C@H](CCC(=O)O)NC(=O)CNC(=O)[C@@H]1CCCN1C(=O)[C@H](CC(N)=O)NC(=O)[C@H](CC(=O)O)NC(=O)[C@@H]1CCCN1C(=O)[C@H](CCCCN)NC(=O)[C@H](CO)NC(=O)[C@@H]1CCCN1C(=O)[C@@H](N)Cc1ccc(O)cc1)C(=O)N[C@@H](CC(N)=O)C(=O)N[C@@H](CC(C)C)C(=O)N[C@H](C(=O)N[C@H](C(=O)N[C@@H](CCCNC(=N)N)C(=O)N[C@@H](CCC(N)=O)C(=O)N[C@@H](CCCNC(=N)N)C(=O)N[C@@H](Cc1ccc(O)cc1)C(N)=O)[C@@H](C)O)[C@@H](C)CC	10%	-4%
O=C(c1csnn1)N1CCC[C@@]2(CCN(c3ccccc3)C2)C1	6%	-1%
COCC1=C2c3ccccc3[C@@H]3CNC(=O)C3(C(=O)OC)C[C@@H]2n2c(=O)n(-c3ccccc3)c(=O)n2C1 (stereo partly drawn)	0%&-12%	0%&-5%
CCCC[C@@H]1CCCO[C@@](C(=O)NCc2ccccc2)(C(F)(F)F)C1	-9%	-4%
NCC(=O)N[C@@H](CCCN=C(N)N)C(=O)NCC(=O)N[C@@H](CCC(=O)O)C(=O)N[C@@H](CO)C(=O)O	-3%	-9%
CCC/C=C(\CCC)C(NP(=O)(c1ccccc1)c1ccccc1)c1ccc(C(F)(F)F)cc1 (stereo not drawn)	16%	?
CO[C@@H]1/C=C\CC(=O)N2CCC[C@@H]2C(=O)OC[C@@H](C)C(=O)OC[C@H]1C	-34%[10 µM]	1%[10 µM]
COc1cccc(-c2cncnc2NCCN2CCOCC2)c1	7%	1%
CC[C@@H](C(=O)[C@@H](C)[C@@H](O)[C@H](C)CCc1ccc(C)c(O)c1C(=O)O)C1O[C@](CC)(C2CC[C@](O)(CC)[C@H](C)O2)C[C@@H]1C (stereo partly drawn)	?	?
Cc1noc(C)c1-c1ccc2ncnc(NCc3ccco3)c2c1	-1%	-8%
O=C(O)c1ccccc1Nc1ccc(CCc2ccc(Cl)c(Cl)c2)cc1	30%	6%
COc1ccccc1N1CCN(CCCCN2C(=O)CCC2=O)CC1	0%	5%
C[C@@]1(C(NC(=O)c2ccc(-c3ccccc3)cc2)c2ccc(Cl)cc2)C[C@H]1C1CCCCC1 (stereo partly drawn)	10%	-4%
O=c1cc(-c2cccc(F)c2)[nH]c2ccc(Cl)cc12	?	-12%[96.6 µM]
COc1ccccc1N1CCN(CCN2C(=O)c3ccccc3C(C)(C)C2=O)CC1	13%	-4%
N#CC(c1ccc(Cl)cc1)c1c(Cl)cc(-n2ncc(=O)[nH]c2=O)cc1Cl (stereo not drawn)	13%	-2%
COc1ccc(-n2c(=O)c(-c3cccs3)nc3cnc(N4CCNCC4)nc32)cc1	?	10µM*
COc1ccc2c(c1OC)OCC(c1ccc(OC)c(OC)c1OC)C2 (stereo not drawn)	-11%	-4%
CNC1=CN(O)C(c2ccccc2)=c2cc(Cl)ccc2=N1	22%&7%	-6%&-3%
O=C(Cl)c1cccc([N+](=O)[O-])c1	-8%	-7%
Cc1ccc(C)cc1	-7%	8%
C/C(CCC(=O)OC[C@@H]1O[C@H](C#Cc2ccccc2)C=C[C@@H]1Oc1ccc(C)cc1)=N/OC[C@@H](C)[C@H](OCc1ccccc1)C(C)C	0%[10 µM]	0%[10 µM]
O=C(c1cnccn1)N1CCC[C@@]2(CCN(c3ccncc3)C2)C1	-18%	8%
Cc1cc2nc3c(=O)[nH]c(=O)nc-3n(C)c2cc1C=O	10µM*	2%
CCC(C)C(NC(=O)OC(C)(C)C)C(=O)NC1COC2CC(n3cc(F)c(=O)[nH]c3=O)OC12 (stereo not drawn)	1%	-2%

Seven of these compounds, reformatted:
| Compound | RORg inh | VP16 counter |
| --- | --- | --- |
| COc1ccccc1N1CCN(CCN2C(=O)c3ccccc3C(C)(C)C2=O)CC1 | 13% | -4% |
| N#CC(c1ccc(Cl)cc1)c1c(Cl)cc(-n2ncc(=O)[nH]c2=O)cc1Cl (stereo not drawn) | 13% | -2% |
| COc1ccc(-n2c(=O)c(-c3cccs3)nc3cnc(N4CCNCC4)nc32)cc1 | ? | 10µM* |
| COc1ccc2c(c1OC)OCC(c1ccc(OC)c(OC)c1OC)C2 (stereo not drawn) | -11% | -4% |
| CNC1=CN(O)C(c2ccccc2)=c2cc(Cl)ccc2=N1 | 22%&7% | -6%&-3% |
| O=C(Cl)c1cccc([N+](=O)[O-])c1 | -8% | -7% |
| Cc1ccc(C)cc1 | -7% | 8% |

New compounds follow
SMILES	RORg inh	VP16 counter
O=C(/C=C/c1ccccc1)OCc1ccccc1	13%[10 µM]	8%
CCC(CCC(C)C1CCC2C3CC=C4CC(O)CC[C@@]4(C)C3CC[C@@]12C)C(C)C (stereo partly drawn)	9%	-3%
CCNc1ncc2nc(C)c(=O)n(Cc3cccs3)c2n1	-36%	3%
COC(=O)[C@@]1(Cc2ccccc2)[C@H]2c3cc(C(=O)N4CCCC4)n(C)c3C[C@H]2CN1C(=O)c1ccccc1	28%	1%
Cc1ccc(C2CC(=O)Oc3cc(C)c(Cl)cc32)cc1 (stereo not drawn)	107%	-11%
O=C(Cc1ccc(Cl)cc1)c1c(O)cc(O)cc1O	?	-21%
O=C(c1cccc(F)c1)N1CCC2(CCCN(Cc3ccccc3)C2)CC1	-25%	-11%
CC1(C)OC2C(CO)OC(n3cnc4c(=O)[nH]cnc43)C2O1 (stereo not drawn)	-15%	-1%
N#Cc1cccc(-c2ccc3ncnc(NCCN4CCOCC4)c3c2)c1	30%	-10%
CN(C)C(=O)c1ccc(-c2ccc3ncnc(NC4CCNCC4)c3c2)cc1	18%	2%
CCCCC1CN2C(CCC(C)C2c2ccc(Br)cc2)C(=O)O1 (stereo not drawn)	5%&12%&-10%[10 µM]	1%&-10%&6%[10 µM]
COc1ccc(CCNC[C@@H](O)c2ccc(O)cc2)cc1OC	-12%	1%
Cc1noc(C)c1-c1nc(Nc2ccncc2)c2ccccc2n1	8.9µM*	-3%
CC[C@H](C)[C@H](NC(=O)[C@H](CO)NC(=O)[C@@H](NC(=O)[C@H](CO)NC(=O)[C@@H](NC(=O)[C@H](CC(N)=O)NC(=O)[C@H](Cc1ccccc1)NC(=O)[C@H](CO)NC(=O)[C@H](CS)NC(=O)[C@H](CC(N)=O)NC(=O)[C@H](CCCCN)NC(=O)[C@@H](NC(=O)[C@H](CCC(=O)O)NC(=O)CN)[C@@H](C)CC)[C@@H](C)CC)[C@@H](C)O)C(=O)N[C@@H](CCCN=C(N)N)C(=O)O	-6%	-1%
CC(C)[C@H](NC(=O)[C@@H]1CSSC[C@H](NC(=O)[C@H](CC(=O)O)NC(=O)[C@H](C)NC(=O)[C@@H](NC(=O)CNC(=O)[C@H](C)N)[C@@H](C)O)C(=O)N[C@@H](Cc2ccccc2)C(=O)N[C@@H](Cc2c[nH]c3ccccc23)C(=O)N[C@@H](CCCCN)C(=O)N[C@@H](Cc2ccc(O)cc2)C(=O)N1)C(=O)O	15%	-15%
N[C@@H](C(=O)O)c1ccc(C(=O)O)cc1	-4%&-1%	4%&-1%
CCC1=C2CC[C@H]3C(=O)N(CC)C(=O)[C@H]3[C@H]2[C@@]2(Cc3ccccc3)C(=NCC3CC3)OC(=O)N2C1=O	5%	9%
O=C(NCc1ccccc1)[C@]1(C(F)(F)F)C[C@H](CCCO)CCCO1	22%	-6%
O=C(c1cnccn1)N1CCC[C@@]2(CCN(C(c3ccccc3)c3ccccc3)C2)C1	-15%	11%
CC(=O)N1CCC2(CCCN(C(c3ccccc3)c3ccccc3)C2)CC1	13%	12%
COc1cc2c3cc1Oc1cc(ccc1O)CC1c4c(cc(OC)c(O)c4Oc4ccc(cc4)CC3N(C)CC2)CC[N+]1(C)C (stereo not drawn)	-21%	2%
CN(C)c1ncc2nc(-c3ccc(Cl)cc3)c(=O)n(C[C@H]3CCCO3)c2n1	-22%	-9%
COc1ccc(-c2nc(C(=O)N3CCN(C)CC3)sc2-c2ccc(OC)cc2)cc1	-16%&16%	-6%&0%
C[C@]12C=CC(=O)C=C1CC[C@@H]1[C@H]3C[C@@H](O)[C@](O)(C(=O)CO)[C@@]3(C)C[C@H](O)[C@]12F	2%[16.9 µM]	0%[17 µM]
Cc1cc(O)cc(O)c1C(=O)OC1(C)C(=O)C=C2C=C(/C=C/CO)OC=C2C1=O (stereo not drawn)	-18%	-12%
Cc1noc(C)c1C(=O)N1CCC2(CCN(Cc3ccncc3)CC2)CC1	-14%	3%
COC(=O)NC(CC(C)=O)c1ccco1 (stereo not drawn)	8%[10 µM]	1%[10 µM]
C/C=C1\C(=O)C[C@H]2[C@@H]3CCC4=CC(=O)CC[C@]4(C)[C@H]3CC[C@]12C	-7%	3%
NCCCCCCC(O)(P(=O)(O)O)P(=O)(O)O	0%	-6%
Nc1nc2c(nc(Cl)n2C2OC(CO)C(O)C2O)c(=O)[nH]1 (stereo not drawn)	-8%	4%
CN1CCN(c2ncc3ncc(=O)n(Cc4cccs4)c3n2)CC1	-26%	6%
CC(=O)Nc1ccn(C2OC(C(COC(C)=O)NC(=O)C(Cc3ccccc3)NC(=O)OC(C)(C)C)C(OC(C)=O)C2OC(C)=O)c(=O)n1 (stereo not drawn)	3%	1%
Cc1ccc2c(=O)c3ccccc3n(CCCN)c2c1C	11µM*!	16µM*!
CCCCCCCCCCCCCC(=O)OCC(COP(=O)([O-])OCC[N+](C)(C)C)OC(=O)CCCCCCCCCCCCC (stereo not drawn)	10%	-12%
Cc1nc2cnc(Nc3ccccc3)nc2n(CCc2ccccc2)c1=O	11%	-8%
Cc1cn(C2CC3OCC(NC(=O)C4CCCN4C(=O)OC(C)(C)C)C3O2)c(=O)[nH]c1=O (stereo not drawn)	0%	1%
O=C(O)c1ccccc1-c1oc2cc(O)ccc2c(=O)c1Oc1ccccc1	11%	-6%
Cc1noc(C)c1-c1nccc(NCc2cccs2)n1	31%	23%
COc1cc2c(Nc3ccc(Br)cc3F)ncnc2cc1OCC1CCN(C)CC1	?	?
COCCNc1nc(-c2cccc(NS(C)(=O)=O)c2)nc2ccccc12	-12%	-6%
O=S(=O)(c1ccccc1)N1CCC[C@@]2(CCN(c3cccc(-c4ccccc4)c3)C2)C1	6%	-1%
CCCNC(=O)OC[C@@H]1O[C@H](CCO/N=C\[C@@H](C)[C@H](OCc2ccccc2)C(C)C)C=C[C@@H]1Oc1ccc(OC)cc1	14%[10 µM]	3%[10 µM]
COc1ccc2c(c1)OC(C)(C)C(c1ccccc1)C2c1ccc(OCCN2CCCC2)cc1 (stereo not drawn)	-22%	-14%
NC(=O)c1ccc[n+]([C@@H]2OC(COP(=O)([O-])OP(=O)(O)OCC3OC(n4cnc5c(N)ncnc54)C(OP(=O)(O)O)C3O)C(O)C2O)c1 (stereo partly drawn)	1%	4%
c1ccc2c(N3CCOCC3)nc(-c3ccoc3)nc2c1	11%	2%
Nc1c2ccccc2nc2c(O)cccc12	28%[16.9 µM]	3%[17 µM]

These rows are one share of the data (hit frequency here may not be typical).
